# From PubChem
# Tau FP inhib: tau fibrillization inhibition (FP). Potency, µM (highest dose often 57.7 µM), for inactives: at the top dose activity, negative = inhibition, hits mostly inhibitors. K18 P301L tau heparin fibrillization, Alexa594 FP, 6 h. P10636. 0.39% of 280,000 active; also: nearly all actives have a fitted effect of over 55% in size
# Target sequence (P10636 561-689 P618L limits assumed): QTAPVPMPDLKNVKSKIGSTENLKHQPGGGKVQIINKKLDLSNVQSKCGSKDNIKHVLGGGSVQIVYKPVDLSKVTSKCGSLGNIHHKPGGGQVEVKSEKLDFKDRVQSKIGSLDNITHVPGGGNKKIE
#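 Human K18 P301L fragment (15 uM unlabeled plus 0.24 uM Alexa 594-labeled) in 100 mM sodium acetate pH 7 with compound, aggregation induced by 20 uM heparin for 6 hr at 37 C. ThT (30 uM) added for 1 hr, then Alexa 594 FP read.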
# L3MBTL1 inh: L3MBTL1 (human) inhibition. AID 485360. Potency, µM (doses to about 57.1 µM), inactives show at the top dose activity, negative = inhibition, most hits filed as inhibitors. Q9Y468. AlphaScreen L3MBTL1–H3K9me1 peptide binding. 0.66% of 230,000 active; also: nearly all actives have a fitted effect of over 60% in size
#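 L3MBTL1 (50 nM) pre-complexed 30 min with biotinylated H3(1-15)K9me1 peptide (75 nM), then compounds added for 30 min at room temperature; AlphaScreen streptavidin donor/nickel chelate acceptor beads (10 ug/mL final) read after 30 min dark incubation.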
# Tau fluor cs: counter-screen for tau fibril formation inhibitors. tau K18 P301L Alexa594 fluorescence, heparin fibrillization. Potency, µM (series often up to 57.7 µM), for inactives: top-dose activity change, negative = decrease. 0.93% of 280,000 active; also: nearly all actives have a fitted effect of over 55% in size
#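 Human tau K18 P301L (15 uM unlabeled, 0.24 uM Alexa 594-labeled) in 100 mM sodium acetate pH 7 with 20 uM heparin, 6 hr at 37 C. ThT 30 uM added, 1 hr ambient; Alexa 594 FP and total fluorescence read at 555/632 nm.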
# GLA spleen mod: inhibitors or activators of human alpha-galactosidase in spleen homogenate. P06280. human spleen homogenate, 4MU-alpha-Gal fluorescence, 40 min. Potency, µM (doses to about 80 µM), inactives show at the top dose activity change, negative = inhibition, hits mostly inhibitors. 0.008% of 240,000 active. AID 2107;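 also: 0% = enzyme with vehicle and -100% = no enzyme basal signal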
#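 Human spleen homogenate (1 ug) was the enzyme source, with 4-methylumbelliferyl-alpha-D-galactopyranoside (1 mM final) in pH 5.0 citrate buffer with 0.01% Tween-20. Compounds were titrated; after 40 min at 37C, NaOH/glycine stop, 4-MU fluorescence read; AC50 from Hill fits.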
# TexasRed fluor: counter-screen for TRb-SRC2 inhibitors: fluorescence interference | TRb/SRC2 Texas Red total fluorescence interference | Potency, µM (titrated, usually from 106 µM), inactives show top-dose fluorescence change, negative = quenching | 0.29% of 280,000 active | AID 1479; active = well fitted curve in either direction with a large enough effect; inconclusive = small, poorly fitted or top-dose-only effect
#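 Human TRb ligand-binding domain at 0.6 uM with 20 nM Texas Red SRC2 peptide in Tris buffer containing 1 uM T3 and 5% DMSO, incubated with compound 5 h at ambient temperature. Total fluorescence (555/632 nm) calculated as parallel + 2 × perpendicular.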
# TRb-SRC2 inh: disrupts binding of human TR beta to SRC2; P10828; TRbeta-SRC2 peptide binding, fluorescence polarization; receptor liganded with 1 µM T3; Potency, µM (highest dose often 106 µM), without a hit: top-dose activity change, negative = inhibition, usual class: inhibitors; 0.065% of 280,000 active; AID 1469;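 also: plate controls were bound peptide for no effect and peptide without receptor for full effect; nearly all actives have a fitted effect of over 50% in size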
# Target sequence (P10828 whole entry, looked up): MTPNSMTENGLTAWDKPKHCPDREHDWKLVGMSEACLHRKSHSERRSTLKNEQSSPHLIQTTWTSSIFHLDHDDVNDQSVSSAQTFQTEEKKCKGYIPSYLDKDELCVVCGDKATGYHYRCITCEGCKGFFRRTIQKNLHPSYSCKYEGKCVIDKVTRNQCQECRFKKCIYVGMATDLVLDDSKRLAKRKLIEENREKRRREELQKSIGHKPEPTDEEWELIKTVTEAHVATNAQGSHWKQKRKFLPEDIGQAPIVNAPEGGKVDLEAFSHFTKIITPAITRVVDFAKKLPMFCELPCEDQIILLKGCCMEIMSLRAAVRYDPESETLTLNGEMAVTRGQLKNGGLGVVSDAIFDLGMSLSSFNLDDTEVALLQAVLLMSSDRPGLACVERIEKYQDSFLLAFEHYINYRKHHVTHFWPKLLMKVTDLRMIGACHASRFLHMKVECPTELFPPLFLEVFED
#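 Fluorescence polarization of 20 nM Texas Red SRC2 peptide (20-aa NR interaction domain) bound to 0.6 uM human TRb ligand-binding domain, with 1 uM T3, after 5 hr at ambient temperature; inhibition seen as decreased polarization.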
# ALDH1A1 inh: inhibitors of human aldehyde dehydrogenase 1A1; 7.3% of 220,000 active; P00352; AID 1030; Potency, µM (highest dose often 75.3 µM), without a hit: top-dose activity, negative = inhibition, most hits filed as inhibitors; Purified ALDH1A1, NADH fluorescence, propionaldehyde substrate; active = well fitted inhibition curve with a large enough effect, not every such curve was filed as active; inconclusive = small, poorly fitted or top-dose-only effect, or another doubt; inactive = no such curve, though single readings can be large or run the other way;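 also: plate controls were no enzyme wells and a reference inhibitor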
# Target sequence (P00352 whole entry, looked up): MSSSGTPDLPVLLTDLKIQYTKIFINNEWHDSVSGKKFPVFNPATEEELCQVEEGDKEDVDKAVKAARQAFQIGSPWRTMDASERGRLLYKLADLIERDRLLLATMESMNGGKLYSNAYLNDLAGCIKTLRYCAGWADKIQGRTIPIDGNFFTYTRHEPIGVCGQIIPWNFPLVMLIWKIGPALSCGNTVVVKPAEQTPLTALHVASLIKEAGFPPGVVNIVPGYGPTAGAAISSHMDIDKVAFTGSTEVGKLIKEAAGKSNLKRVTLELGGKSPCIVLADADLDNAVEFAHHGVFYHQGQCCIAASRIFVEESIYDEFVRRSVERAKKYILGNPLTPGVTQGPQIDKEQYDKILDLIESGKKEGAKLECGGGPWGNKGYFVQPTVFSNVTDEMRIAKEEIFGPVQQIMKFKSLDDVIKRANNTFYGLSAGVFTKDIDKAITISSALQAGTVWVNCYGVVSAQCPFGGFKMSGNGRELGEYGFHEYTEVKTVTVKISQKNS
# Tau fibril ThT: tau fibrillization inhibition (ThT binding); recombinant tau K18 P301L (four-repeat tau fragment), heparin-induced fibrillization, ThT fluorescence; Potency, µM (series often up to 57.4 µM), for inactives: at the highest dose activity, negative = inhibition, usual class: inhibitors; 2.1% of 270,000 active; AID 1460; also: nearly all actives have a fitted effect of over 55% in size
#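 Heparin-induced fibrillization of the P301L-mutant K18 repeat-domain fragment of human tau was followed by ThT binding in quantitative high-throughput format.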
# Starred values were filed as active, the others as inactive; u = inconclusive; x = not tested or not shown; & = joins results of further samples; [ ] = remark or other dose. Unless noted, calls follow the shape of the dose curve; as a rule, active = well fitted curve in the direction sought with a large enough effect; inconclusive = small, poorly fitted or top-dose-only effect, or another doubt; inactive = no such curve, though single readings can be large; an effect the other way counts as inactive or inconclusive. Unless noted, % is scaled to controls: 0 for no effect and ±100 for the full control effect; potency is read from the fitted curve at half-maximal effect.
# Fields: Tau FP inhib	L3MBTL1 inh	Tau fluor cs	GLA spleen mod	TexasRed fluor	TRb-SRC2 inh	ALDH1A1 inh	Tau fibril ThT
1. Cc1ccc(C2=NN(C(=O)C3CCCO3)C(c3ccco3)C2)cc1 (stereo unspecified)
 : 7%	-1%	13%	-5%	-1%	2%	-3%	2%
2. O=C(CN1CCCCCC1)Nc1cc(C(F)(F)F)ccc1Cl
 : -5%	-17%	-1%	4%	-4%	3%	4%	-1%
3. NC(=O)C1(N2CCCCC2)CCN(C(=S)NCCc2ccccc2)CC1
 : 5%	9%	-4%	-8%	1%	1%	7%	0%
4. CCOC(=O)C1(Cc2ccccc2C(F)(F)F)CCN(C2CCN(C(C)=O)CC2)CC1
 : -5%	2%	-1%	-19%	-1%	-1%	4%	-1%
5. Cc1cc(NC(=O)CSc2nnc(-c3ccncc3)n2Cc2ccccc2)n(-c2ccccc2)n1
 : 2%	0%	9%	-8%	-4%	7%	x	1%
6. CCCOc1ccc(CCCN=C(N)N)cc1Cl
 : 0%	-2%	-3%	0%	-1%	6%	x	7%
7. CC(=O)N1CCc2cc(S(=O)(=O)N3c4ccccc4CC3C)ccc21 (stereo unspecified)
 : 4%	x	-7%	0%	-4%	1%	-1%	0%
8. O=C1NC(c2cccs2)Nc2sc3c(c21)CCCC3 (stereo unspecified)
 : u	-1%	u	3%	-1%	1%	u	2.5µM*
9. CCOc1ccc(N2CC(O)(c3ccc(F)cc3)[N+]3=C2CCCC3)cc1 (stereo unspecified)
 : 3%	7%	-5%	2%	-2%	-5%	12%	u
10. O=C(/C=C/c1ccc(F)cc1)NC(=S)NC1CCCCC1
 : 2%	x	-24%	6%	1%	-7%	x	x
11. Cc1cc(C)n2nc(C(=O)NC(C)(C)C)nc2n1
 : -4%	6%	0%	-4%	0%	-5%	0%	-5%
12. COc1ccccc1-c1nnc2n1N=C(C)CS2
 : 3%	1%	6%	10%	-3%	4%	-4%	8%
13. COP1(=O)C=C[C@H](N(Cc2ccccc2)S(=O)(=O)c2ccccc2[N+](=O)[O-])[C@@H](C)O1 (stereo partly specified)
 : -1%	x	-10%	6%	1%	10%	x	-4%
14. Nc1c(C(=O)c2ccc(F)cc2)sc(Nc2ccccc2F)c1S(=O)(=O)c1ccc(Br)cc1
 : -10%	x	-12%	x	-3%	5%	x	-1%
15. CCOc1ccc(NC(=O)c2cnn3c(C(F)F)cc(-c4ccc(C)cc4)nc23)cc1
 : -5%	x	-6%	x	-6%	-6%	x	2%
16. O=C(Nc1nc(-c2cc3ccccc3oc2=O)cs1)c1ccco1
 : -14%	9%	-12%	-3%	-3%	-3%	u	1%
17. Cc1ccc(/C=C/c2onc(C)c2S(=O)(=O)N2CCC(C(=O)Nc3cc(F)ccc3F)CC2)cc1
 : u	x	-9%	x	-6%	-1%	x	6%
18. CC(C)Cn1cc(NC(=O)N2CCN(c3cccc(Cl)c3)CC2)c2ccccc2c1=O
 : -2%	x	-15%	x	0%	0%	x	u
19. O=C(c1ccc(Cl)cc1)N1CCCC(C(=O)N2CCc3ccccc3C2)C1 (stereo unspecified)
 : -1%	-2%	9%	3%	1%	-1%	x	11%
20. CCOc1ccc(Br)cc1S(=O)(=O)Nc1ccc(Cl)c(S(=O)(=O)N(CC)c2ccccc2)c1
 : -13%	-2%	-25%	23%	-1%[53 µM]	-3%[53 µM]	13%	5%
21. Cc1cc2ncn(CC(O)COc3cccc(C(=O)O)c3)c2cc1C (stereo unspecified)
 : 1%	-24%[11.4 µM]	0%	3%	2%	-9%	-3%	-3%
22. O=C(O)c1ccc(S(=O)(=O)c2ccc3c(c2)C(=O)N(CC2CCCO2)C3=O)cc1 (stereo unspecified)
 : 6%	8%	-2%	6%	2%	-4%	-5%	-2%
23. COC(=O)CCC(=O)Nc1sc(C)c(C)c1C(N)=O
 : -5%	2%	8%	-12%	-2%	-2%	13µM*	u
24. COCCNc1cc(N2CCN(C3CCCCC3)CC2)c2noc3c2c1C(=O)c1ccccc1-3
 : 0%	x	-27%	x	4%	-8%	x	11µM*
25. COc1ccccc1NC(=O)COc1ccccc1C(=O)c1cnn(-c2ccccc2)c1
 : -4%	-5%	u	-4%	-3%	-11%	-7%	u
26. Cc1ccc(S(=O)(=O)c2nc(-c3cccc(C)c3)oc2N2CCN(c3ccccc3)CC2)cc1
 : -7%	x	-15%	x	-5%	-1%	x	3%
27. Cc1[nH]n(-c2ccc([N+](=O)[O-])cc2)c(=O)c1C=NCCN1CCN(C(=O)c2ccccc2F)CC1
 : 8%	4%	-27%	2%	-7%	8%	u	u
28. Cc1ccccc1NC(=O)c1c(C)cc(=O)oc1C
 : -7%	x	-8%	6%	-1%	-5%	x	-5%
29. COn1c(SCc2ccccc2)nc2ccccc2c1=O
 : -12%	28%	-18%	1%	-1%	-11%	u	-12%
30. CCOC(=O)c1nnn(-c2nonc2N)c1COc1cc(C)c(Cl)c(C)c1
 : u	-3%	-22%	1%	6%	-4%	-14%	-7%

# Reprinted from the part before: three entries, then new ones.
No. | Compound | Tau FP inhib | L3MBTL1 inh | Tau fluor cs | GLA spleen mod | TexasRed fluor | TRb-SRC2 inh | ALDH1A1 inh | Tau fibril ThT
28 | Cc1ccccc1NC(=O)c1c(C)cc(=O)oc1C | -7% | x | -8% | 6% | -1% | -5% | x | -5%
29 | COn1c(SCc2ccccc2)nc2ccccc2c1=O | -12% | 28% | -18% | 1% | -1% | -11% | u | -12%
30 | CCOC(=O)c1nnn(-c2nonc2N)c1COc1cc(C)c(Cl)c(C)c1 | u | -3% | -22% | 1% | 6% | -4% | -14% | -7%
31 | Cc1[nH]c(=O)[nH]c(=O)c1S(=O)(=O)N1CCCC1 | -1% | 5% | 7% | 7% | 1% | -15% | 5% | 5%
32 | CCC(=Nc1ccc(Cc2ccncc2)cc1)c1c(O)n(C)c(=O)n(C)c1=O | 0% | -2% | -6% | 6% | 2% | -7% | 10% | -17%
33 | CCOC(=O)N1CCN(c2c(NCCOC)c(=O)c2=O)CC1 | 10% | x | -1% | 13% | -1% | -17% | 32µM* | -2%
34 | COc1cccc(CNC(=O)CN2C(=O)COc3ccc(S(=O)(=O)N4CCCCCC4)cc32)c1 | 2% | x | -10% | x | 0% | -1% | x | 9%
35 | CCCCNC(=O)c1ccc(Cn2c(=S)[nH]c3c([nH]c4ccc(OC)cc43)c2=O)cc1 | 5% | 2% | -15% | -1% | -8% | 6% | 7% | -1%
36 | CCOC(=O)C1(CCOc2ccccc2)CCN(Cc2cnc(SC)nc2)CC1 | 5% | -5% | 4% | 1% | 17% | -6% | -4% | 3%
37 | CNC(=O)c1nc(C)c(C2(C)CC(c3ccccc3)=NO2)s1 (stereo unspecified) | -6% | x | -8% | 6% | -2% | -5% | x | -4%
38 | CCn1c(C2CC(=O)N(c3ccc(C)c(C)c3)C2)nc2ccccc21 (stereo unspecified) | 5% | 0% | 7% | 5% | -6% | -6% | u | -5%
39 | Cc1cccc(N2CCn3c2nc2c3c(=O)n(CCCc3ccccc3)c(=O)n2C)c1 | 4% | x | -20% | x | u | 6% | x | u
40 | COc1ccc(S(=O)(=O)N2CCC(N3CCCCC3)CC2)cc1 | -1% | -23% | -3% | -17% | -1% | 5% | u | -12%
41 | COc1ccccc1OCC(=O)Nc1ccc(S(=O)(=O)Nc2nc(C)cc(C)n2)cc1 | -4% | 12% | -4% | -2% | 4% | -2% | -13% | -8%
42 | COc1ccc(-c2ccc(SCC(=O)NCc3ccc4c(c3)OCO4)nn2)cc1OC | -4% | 2% | 3% | 9% | -2% | 5% | 3% | -1%

# (cont.)
No. | Compound | Tau FP inhib | L3MBTL1 inh | Tau fluor cs | GLA spleen mod | TexasRed fluor | TRb-SRC2 inh | ALDH1A1 inh | Tau fibril ThT
43 | CCc1cc2cc(C(=O)N3CCN(c4ccccc4)CC3)sc2s1 | -2% | x | -5% | 1% | -1% | -1% | -3% | -13%
44 | CC(C)NC(=O)c1ccccc1S(=O)(=O)c1ccccc1C#N | -6% | -5% | -8% | 12% | 4% | -3% | 4% | 1%
45 | CCCCCCN(C(=O)CCCCCN1C(=O)NC(c2ccc(C3CCCCC3)cc2)C(C(=O)OCc2ccccc2)=C1C)C(C(=O)NCCCC)c1ccc(OCC(=O)OC)c(C(=O)OC)c1 (stereo unspecified) | 15%&2% | x | 3%&-9% | -5%&1% | -2%&-2% | 5%&5% | 2% | -4%&-11%
46 | CCOC(=O)c1cnc(N2CCN(c3ccc(C)cc3C)CC2)c2ccccc12 | 2% | x | -9% | x | -1% | -13% | x | -16%
47 | COCCSc1ccccc1C(=O)Nc1ccc([N+](=O)[O-])cc1OC | 10% | -12% | -26% | 2% | -2% | 12% | -12% | -8%
48 | Cc1cc(C(=O)NC(C)c2ccncc2)cs1 (stereo unspecified) | 1% | 5% | 3% | -13% | 1% | -2% | -12% | -2%
49 | CCN(C(=O)c1ccc(NC(C)=O)cc1)c1ccccc1C | 1% | x | 5% | -1% | -7% | -7% | -5% | 9%
50 | O=C(COC(=O)c1cccc(NC(=O)c2ccc(Br)cc2)c1)c1ccc(Br)cc1 | -15% | x | -11% | x | -2% | -4% | x | 2%

# 3 structures from above, arranged by molecular weight, ascending:
No. | Compound | Tau FP inhib | L3MBTL1 inh | Tau fluor cs | GLA spleen mod | TexasRed fluor | TRb-SRC2 inh | ALDH1A1 inh | Tau fibril ThT
43 | CCc1cc2cc(C(=O)N3CCN(c4ccccc4)CC3)sc2s1 | -2% | x | -5% | 1% | -1% | -1% | -3% | -13%
47 | COCCSc1ccccc1C(=O)Nc1ccc([N+](=O)[O-])cc1OC | 10% | -12% | -26% | 2% | -2% | 12% | -12% | -8%
45 | CCCCCCN(C(=O)CCCCCN1C(=O)NC(c2ccc(C3CCCCC3)cc2)C(C(=O)OCc2ccccc2)=C1C)C(C(=O)NCCCC)c1ccc(OCC(=O)OC)c(C(=O)OC)c1 (stereo unspecified) | 15%&2% | x | 3%&-9% | -5%&1% | -2%&-2% | 5%&5% | 2% | -4%&-11%
